IEC-6 cytotox – cytotoxicity in IEC-6 intestinal epithelial cells, primary screen, cytotoxicity control for KLF5 inhibitor project, cell-based, luminescence; IEC-6 cytotoxicity, luminescence viability; inhibition, % at 5 µM; 0.78% of 290,000 active; AID 1825, 2009; in the data active = inhibition above about 22%;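 also: 0% = plate median of test compound wells and 100% = cytotoxic reference compound wells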
KLF5 inhibitor – KLF5 expression inhibitors, primary screen, DLD-1 cells, luminescence | 0.23% of 290,000 active | DLD-1 KLF5 promoter-luciferase reporter | inhibition, % at 5 µM;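 active = inhibition above a per-plate limit of that plate's mean compound inhibition plus 3 SD, cut at about 60% in these data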;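 also: 0% = DMSO wells and 100% = LY294002 at 200 µM; higher means less KLF5 promoter-driven luciferase light; inactives centre near -14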
GSK3A inh – blockers of GSK3A enzyme activity – biochemical, luminescence, cell-free homogeneous, HTS, primary screen. Glycogen synthase kinase-3 alpha (Homo sapiens), P49840. inhibition, % at 10 µM. GSK-3 alpha kinase, ADP-Glo luminescence, 60 min. 0.1% of 320,000 active;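 in the data active = inhibition above about 50%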;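 also: GST-tagged GSK-3 alpha with peptide substrate and 25 µM ATP; 0% = DMSO neutral wells and 100% = GW8510 positive control wells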
Target sequence (P49840 whole entry, looked up): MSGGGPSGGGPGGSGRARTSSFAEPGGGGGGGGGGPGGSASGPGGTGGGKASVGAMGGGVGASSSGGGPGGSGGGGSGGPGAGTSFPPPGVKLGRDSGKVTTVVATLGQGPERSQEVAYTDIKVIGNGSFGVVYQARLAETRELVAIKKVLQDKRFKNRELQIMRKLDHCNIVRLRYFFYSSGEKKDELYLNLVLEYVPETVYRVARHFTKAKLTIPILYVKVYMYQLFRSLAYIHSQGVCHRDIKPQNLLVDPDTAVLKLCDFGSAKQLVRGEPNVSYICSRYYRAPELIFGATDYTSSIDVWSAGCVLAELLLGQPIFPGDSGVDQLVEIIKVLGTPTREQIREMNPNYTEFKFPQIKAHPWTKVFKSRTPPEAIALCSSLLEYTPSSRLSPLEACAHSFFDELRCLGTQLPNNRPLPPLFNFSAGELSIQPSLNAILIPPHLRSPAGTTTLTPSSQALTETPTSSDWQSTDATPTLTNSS
AI-2 QS modul – Vibrio harveyi AI-2 quorum sensing modulators, primary screen, JMH597 strain, luminescence/OD600 ratio; activity change, % at 7.5 µM; 0.4% of 300,000 active; Vibrio harveyi JMH597 AI-2 luminescence/OD600 ratio, 9 h; stronger effect = lower value; strain lacks LuxN and CqsS sensors; 0 = neutral-control median; in the data active = activity change below about -75%, passing the limit was not always enough; inconclusive = no clear call, values can overlap the other calls;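 also: luminescence divided by OD600 gain over 9 h not by final OD600 alone; inactives centre near 13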
HSF-1 act – HSF-1 activators, primary screen, NIH3T3-HGL cells, MG132 stress, luminescence, single point | NIH3T3-HGL HSF-1 luciferase reporter, 8 h; 100% = twice DMSO control signal | activation, % at 9 µM | 1.7% of 300,000 active;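 active = mean replicate activation of at least 50% with a set share of replicates each reaching 50%; inconclusive = only one of those two conditions met; inactive = mean below 50% and too few replicates reaching it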;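 also: 0% = median of the neutral control wells and 100% = twice that signal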
aSyn 5UTR inh – MLPCN primary screen, SNCA 5' untranslated region | 0.82% of 300,000 active | alpha-synuclein 5'UTR reporter, inhibitor activity | inhibition, % (tested at 7.5 µM); in the data active = inhibition above about 60%; inconclusive = no clear call, values can overlap the other calls;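 also: H4 neuroglioblastoma cells stably carrying SNCA 5'UTR luciferase fusion; 0% = DMSO wells and 100% = positive control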
HIF activator – HIF pathway transcriptional activators, primary screen, cell-based, U2OS HRE-luciferase, luminescence; 0.32% of 300,000 active; U2OS HRE-luciferase reporter; normalized: DMSO 0%, desferrioxamine 100%; activation, % at 7.5 µM (by protocol); AID 1910, 2009;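 active = mean activation of at least 10% of the iron chelator positive control signal, with at least half of replicates also reaching 10%; inconclusive = mean and replicate majority disagree about reaching 10%; inactive = mean and most replicates under 10%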
HSP90 inh – HSP90 inhibitors, primary screen, cell lysate, luminescence. AID 1789, 2009. inhibition, % at 5.6 µM. 0.91% of 290,000 active. Heat shock protein HSP 90 (rabbit reticulocyte lysate; luciferase refolding). Rabbit reticulocyte lysate, luciferase refolding luminescence, 3 h;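 active = inhibition above the screen-wide mean plus 3 SD, computed separately per campaign, cut at about 16% in these data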;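 also: 0% = DMSO wells and 100% = 60 µM geldanamycin wells; inhibitors lower the luminescence because luciferase stays unfolded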
HSF1 inhib – HSF1 inhibitors in luciferase reporter cells, primary screen, cell-based, NIH3T3, luminescence; NIH3T3-HGL HSE-luciferase, MG132-induced, luminescence 8 h; stronger effect = lower value; activity change, negative = inhibition, % at 7.5 µM (by protocol); 0.77% of 300,000 active; AID 2098, 2009;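 active = more than half of replicate wells show activity change below -50%, luminescence cut by over half; inconclusive = some wells, but at most half, below -50%; inactive = no replicate well below -50%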;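 also: luciferase reports HSF-1 transcriptional activity via heat shock element; 0% = median of DMSO wells and -100% = zero luminescence signal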
GSK3B inh – human GSK3beta kinase inhibitors, primary screen, biochemical, cell-free homogeneous, HTS; Glycogen synthase kinase-3 beta (Homo sapiens), P49841; GST-GSK3beta kinase, ADP-Glo luminescence, 60 min; stronger effect = lower value; activity score (negative = inhibition), % at 10 µM; 0.038% of 300,000 active;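 active = more than half of replicate wells score below -50%, meaning over 50% inhibition versus plate controls; inconclusive = some replicates but at most half score below -50%; inactive = no replicate scores below -50%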;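 also: 0% = median DMSO wells and -100% = median GW8510 positive control wells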
Target sequence (P49841 whole entry, looked up): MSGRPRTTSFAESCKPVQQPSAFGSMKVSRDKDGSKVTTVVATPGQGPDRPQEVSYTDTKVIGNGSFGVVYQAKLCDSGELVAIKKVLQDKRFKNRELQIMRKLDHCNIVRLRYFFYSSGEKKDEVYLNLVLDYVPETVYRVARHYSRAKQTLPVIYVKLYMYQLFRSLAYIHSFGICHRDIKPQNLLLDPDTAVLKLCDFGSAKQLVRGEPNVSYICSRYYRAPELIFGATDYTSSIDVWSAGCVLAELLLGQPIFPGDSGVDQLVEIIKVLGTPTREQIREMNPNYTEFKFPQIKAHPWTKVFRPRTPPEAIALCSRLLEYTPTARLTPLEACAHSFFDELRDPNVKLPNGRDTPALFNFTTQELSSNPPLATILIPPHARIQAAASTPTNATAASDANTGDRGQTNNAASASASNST
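Test system – GST-tagged human GSK3beta kinase, cell-free · Incubation – 60 min enzyme reaction, room temperature · Signal – ADP-Glo luminescence · Also added – peptide substrate and ATP at 25 µM · Controls – DMSO neutral wells and GW8510 at 20 µM as positive · Buffer or medium – Tris/MgCl2 kinase buffer · Measure – Luminescence-derived activity versus plate DMSO and GW8510 wells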
Active calls of the source: *; ? = inconclusive; . = not tested or not shown.

SMILES	IEC-6 cytotox	KLF5 inhibitor	GSK3A inh	AI-2 QS modul	HSF-1 act	aSyn 5UTR inh	HIF activator	HSP90 inh	HSF1 inhib	GSK3B inh
Cc1ccc(CNC(=O)C2CCC(=O)N(CCc3ccccn3)C2)s1 (stereo unspecified)	-4.4	-26.8	0.0	13.6	-6.5	11.4	-0.4	-1.3	-8.6	0.2
COc1ccccc1-c1noc(-c2cccs2)n1	5.8	-149.0	.	19.3	22.6	-235.7	2.8	-2.6	6.0	3.6
Nc1cc2sc(-c3ccc(C(=O)O)cc3)nc2cc1Cl	10.2	-38.4	14.0	3.8	-8.3	-14.6	-0.1	17.5*	-2.9	-8.8
COc1cc(N)c(Cl)cc1C(=O)OCC(=O)c1cccs1	1.2	-19.1	0.2	18.1	15.7	-16.9	1.4	-3.8	-1.5	1.1
NC(=O)c1cccc2ccccc12	-7.5	-20.8	-0.2	-3.2	6.3	13.2	-0.3	-2.6	0.6	2.5
COc1ccc(CCn2ccc(O)c(Cc3ccc(Cl)cc3Cl)c2=O)cc1OC	3.4	6.8	-1.3	-1.7	20.3	-8.4	0.1	1.9	6.6	4.7
CCN(CC)S(=O)(=O)N1CCC(C(=O)NC2CCCc3ccccc32)CC1 (stereo unspecified)	-0.1	-11.6	-0.3	18.6	2.1	2.7	-0.4	1.1	0.6	5.8
CON1C(=O)C(=O)N(OC)C2CCCCC21 (stereo unspecified)	-3.0	-6.9	.	41.3	-15.6	12.6	-0.4	0.0	-7.4	-2.2
Cc1cccc(CN2CCC(n3nccc3NC(=O)c3ccccc3C)CC2)n1	0.1	-34.2	-1.8	15.4	11.2	6.2	0.1	-0.1	0.3	1.7
COc1cccc(NC(=O)c2cccc(C(=O)Nc3cccc(OC)c3)n2)c1	-5.5	-0.9	-0.6	12.5	48.7	-14.6	-0.5	1.1	7.1	1.7
COc1ccc(Cc2nnc(SCC(=O)N3CCCCC3)o2)cc1	-3.9	-4.7	2.9	6.1	.	20.9	-0.1	-2.3	.	0.1
c1ccc(-c2noc(-c3ccc4ccccc4c3)n2)nc1	7.4	81.6*	1.5	0.4	-82.3	113.1*	-2.3	78.3*	-78.0*	-1.6
O=C(NNc1ccccc1[N+](=O)[O-])Nc1ccc(Cl)c(Cl)c1	6.2	-5.0	-1.1	-5.4	10.6	7.9	0.3	-2.3	-0.5	1.9
COc1ccc(-c2cc(=O)c3cc(O)ccc3o2)cc1	-3.5	-138.8	6.1	6.4	33.0	-121.0	2.8	1.9	27.2	-3.7
CCC(CC)C(=O)OCC(=O)Nc1cccc([N+](=O)[O-])c1	0.6	5.6	-0.8	22.2	18.1	-12.4	1.4	-1.6	10.5	-0.3
CSCCC(N=C1NS(=O)(=O)c2ccccc21)C(=O)N1CCCC(C(N)=O)C1 (stereo unspecified)	.	.	-0.5	18.1	-11.5	-3.5	0.3	.	-6.2	3.3
Cc1cccc(N2CCN(Cc3nc(CC4CC4)no3)CC2)n1	-1.3	-33.8	-2.5	?	-9.8	-5.9	-0.8	-0.9	0.3	3.2
O=C(O)/C=C/C(=O)N1CCN(S(=O)(=O)c2cccc(C(F)(F)F)c2)CC1	-0.4	-13.5	-1.4	26.0	-39.7	9.5	0.8	-0.7	-26.5	-1.3
O=C(COc1cccc(Cl)c1)NCc1ccccc1	-3.5	-47.0	-2.4	-50.3	40.7	-12.9	1.6	3.7	23.5	1.7
Cc1cccc(N(C(=O)CCC(=O)Nc2cc(C)on2)C(C(=O)NC2CCCC2)c2ccccc2)c1 (stereo unspecified)	-1.8	-2.7	-1.8	12.3	15.1	20.5	0.0	-2.1	2.2	-2.8
Cc1c(NC(=O)CSCc2ccco2)c(=O)n(-c2ccccc2)n1C	-7.0	-6.3	0.1	.	10.4	-12.8	1.6	-0.4	0.4	.
COc1cccc(OC)c1NC(=O)CN1CCN(C)CC1	0.1	-18.3	-0.7	-3.2	-6.7	-24.0	0.4	1.8	-1.7	1.5
CCN(CC)S(=O)(=O)c1ccc2c(c1)nc(CCC(=O)OCC(=O)N1CCc3ccccc31)n2C	-4.6	-33.4	-1.2	15.4	15.9	-5.2	0.2	-3.8	-0.9	0.2
CCOC(=O)CC1(NC(=O)C2CCC(=O)N(Cc3ccccc3OC)C2)CCCCC1 (stereo unspecified)	-3.1	-18.6	3.7	-3.5	22.9	-14.2	0.1	-2.2	4.6	1.1
O=C(CCC(=O)OCCCC(F)(F)C(F)(F)F)Nc1ccc(Cl)cc1Cl	3.2	-28.7	-3.5	20.1	-31.5	3.4	-0.3	1.0	-8.3	-0.8

Quoted from the listing.
In HSF-1 act, COc1cccc(OC)c1NC(=O)CN1CCN(C)CC1 has the entry -6.7
In GSK3B inh, c1ccc(-c2noc(-c3ccc4ccccc4c3)n2)nc1 has the entry -1.6

Next section
SMILES	IEC-6 cytotox	KLF5 inhibitor	GSK3A inh	AI-2 QS modul	HSF-1 act	aSyn 5UTR inh	HIF activator	HSP90 inh	HSF1 inhib	GSK3B inh
COc1ccc(CCNc2ccc(C(CC(N)=O)NC(=O)c3ccccc3)cc2[N+](=O)[O-])cc1 (stereo unspecified)	.	.	-2.7	1.4	-6.9	30.1	-0.2	.	1.2	0.9
O=C1c2ccccc2C(=O)N1c1ccccc1S(=O)C(F)(F)F (stereo unspecified)	-0.6	-15.3	2.0	12.2	-12.8	1.4	-0.3	-2.5	-3.1	1.4
COc1ccc(S(=O)(=O)N(C)c2ccc(C(=O)Nc3cccnc3)cc2)cc1	-12.9	-15.8	0.0	24.9	11.9	10.0	1.8	-1.8	-5.3	1.1
COc1ccc(/C=N/Nc2nccnc2Cl)cc1	0.4	-49.9	7.1	-0.9	-4.9	-52.4	2.4	7.3	-6.8	-5.7
COc1ccc(/C(C)=N/NC(=O)c2ccc(N(C)C)cc2)cc1	-0.5	-54.2	-1.6	15.0	1.1	0.0	0.6	-2.0	0.6	-1.4
O=C(CNC(=O)c1ccccc1Cl)OC1CCOC1=O (stereo unspecified)	0.5	-23.9	0.8	13.8	5.7	11.9	1.0	2.4	-1.9	4.4
CC(=O)N1CCN(c2ccc(NCc3cccc4ccccc34)cc2)CC1	-1.3	-35.1	-0.7	.	2.4	1.9	1.2	-4.8	4.4	.
O=C(Nc1nc(-c2cc3ccccc3oc2=O)cs1)c1ccc(Br)o1	-1.0	-14.4	-1.6	23.7	65.7*	-26.8	0.1	1.1	31.6	1.4
Cc1ccc(S(=O)(=O)NCCNS(=O)(=O)c2ccc(C)cc2)cc1	4.0	-32.9	-3.2	6.9	5.9	12.3	-0.5	2.7	-2.9	0.2
CCN(CC)c1ccc2cc(C(=O)NCc3ccc(F)cc3)c(=N)oc2c1	-4.2	-36.2	-0.1	29.1	0.7	-31.7	-0.2	-1.2	-1.7	3.8
O=S(=O)(NC1CCCCC1)c1ccc(S(=O)(=O)N2CCN3CCCC3C2)cc1 (stereo unspecified)	2.0	-10.5	5.4	7.0	-6.0	-8.3	0.1	-1.0	4.3	1.7
Clc1cccc(Cl)c1/C=N\Nc1nccs1	0.6	6.2	-0.4	1.2	141.7*	-47.8	1.5	1.8	135.7	1.0
Cc1ccc(CN2CCNC2=O)cc1	15.6	-5.8	-6.1	0.5	10.9	-11.9	-0.5	3.7	0.7	13.6
c1ccc(-c2ncc3ccccn23)cc1	1.8	-34.9	0.3	27.7	21.5	-43.8	2.6	3.4	9.4	3.8
CCn1nnnc1SCC(=O)Nc1cc(OC)cc(OC)c1	6.4	6.7	-0.3	6.7	10.6	7.3	0.0	-1.1	-4.8	1.9
COc1ccc(NC(=O)CSc2nc(N)c(NC(=O)c3cccs3)c(=O)[nH]2)cc1	-3.9	-20.5	-0.9	-11.9	-9.3	-9.2	-6.4	-0.2	-12.1	2.3
Cc1cc([N+](=O)[O-])ccc1NC(=O)CN1C2CCC1CC(NC(=O)NC13CC4CC(CC(C4)C1)C3)C2 (stereo unspecified)	-0.4	-11.6	-1.6	34.4	13.1	32.5	-1.0	2.6	0.0	-0.8
CCCS(=O)(=O)N1CCC(C(=O)NCCN(C)Cc2ccccc2)CC1	1.6	-20.1	-2.1	22.4	-5.7	-0.1	0.1	3.4	-6.8	1.0
NC(c1ccccc1)c1cccnc1 (stereo unspecified)	2.7	-5.6	-2.5	13.1	-10.4	-1.2	-0.7	-1.2	-6.6	-1.7
CCOC(=O)c1c(-c2cccc([N+](=O)[O-])c2)csc1N	-3.6	-4.0	34.4	28.8	-21.2	32.8	-0.5	-1.0	-9.4	-10.7
CCn1c(SCC(=O)Nc2ccc(OC)cc2OC)nc2nc3c(cc2c1=O)COC(C)(C)C3	-1.9	1.1	-5.2	35.3	.	.	.	-0.9	.	-2.2
Cc1cc(F)ccc1NC(=O)C1CCN(S(=O)(=O)c2ccc3c(c2)CCCC(=O)N3)CC1	1.9	1.6	-1.0	29.4	-0.2	-26.6	1.0	-3.2	-1.7	-0.4
Cc1ccc(NC2=CC(=O)CC(C)(C)C2)cc1Cl	-5.4	-45.4	-3.2	40.8	3.2	-18.1	2.3	-4.4	-1.4	0.7
COC(=O)c1c(NC(=O)C2CCC2)sc(C(=O)N(C)C)c1C	4.1	19.6	-2.7	9.6	-10.8	17.2	0.2	3.5	-10.5	2.0
CCOC(=O)C[C@H]1c2cc(F)ccc2S(=O)(=O)N1c1cccc(OC)c1	.	.	-2.2	1.2	13.7	9.9	-0.2	.	7.0	0.1
Cc1ccccc1N(CC(=O)NCc1ccc2c(c1)OCO2)C(=O)CCC(=O)Nc1ccccn1	0.5	5.0	3.1	-6.5	-4.7	-11.7	-0.6	6.3	7.1	4.6
Cc1cccc(-c2nc(CSCC(=O)NCCCN3CCOCC3)c(C)o2)c1	-2.4	-13.2	-1.6	1.6	-0.4	0.9	-0.3	2.7	0.8	-3.4
COC(=O)Oc1ccc(/C=N/NC(=O)CN(c2ccccc2Br)S(C)(=O)=O)cc1OC	.	.	-2.3	14.2	11.0	13.3	-0.3	.	-0.1	1.3
O=C(O)/C=C/C(=O)Nc1ccc(C2(c3ccc(NC(=O)/C=C/C(=O)O)cc3)c3ccccc3-c3ccccc32)cc1	-3.3	-8.6	-10.4	12.8	10.7	-13.6	-0.5	-1.5	-4.1	2.7

Screening results from PubChem BioAssay.
